UDG counter: counter-screen for AID inhibitors: uracil-DNA glycosylase inhibition; Potency, µM (top dose mostly 115 µM), inactives show at the highest dose activity change, negative = inhibition, usual class: inhibitors; FRET deamination/UDG coupled assay, UDG read, 4 h; hit rate 0.14% among 91,000; AID 1347430; also: nearly all actives have a fitted effect of over 65% in size
AID inh: blocks human AID cytidine deaminase activity; Q9GZX7; AID 1347428; Potency, µM (doses to about 115 µM), without a hit: top-dose activity change, negative = inhibition, usual class: inhibitors; hit rate 0.32% among 91,000; AID deamination FRET fluorescence, UDG-coupled, 4 h; also: nearly all actives have a fitted effect of over 25% in size
Target sequence (Q9GZX7 whole entry, looked up): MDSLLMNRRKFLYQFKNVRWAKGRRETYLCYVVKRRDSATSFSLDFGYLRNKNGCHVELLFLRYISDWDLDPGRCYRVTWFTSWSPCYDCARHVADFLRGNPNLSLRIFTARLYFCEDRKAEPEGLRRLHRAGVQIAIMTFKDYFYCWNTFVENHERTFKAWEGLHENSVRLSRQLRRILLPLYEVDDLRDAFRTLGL
* marks the source's active call; other numbers are inactive results; ? = inconclusive; [ ] = another dose, or the depositor's remark. Calls follow the shape of the dose curve; as a rule, active = well fitted curve in the direction sought with a large enough effect; inconclusive = small, poorly fitted or top-dose-only effect, or another doubt; inactive = no such curve, though single readings can be large; an effect the other way counts as inactive or inconclusive. % is scaled to controls: 0 for no effect and ±100 for the full control effect; potency is read from the fitted curve at half-maximal effect. A portion of the library; count on the stated rates, not on these rows.

SMILES | UDG counter | AID inh
O=C1OC(C2CC2)c2cc3c(cc21)OCCO3 (centres undefined) | -2% | 8%
CC(=O)Nc1ccc(NC(=O)C2CCCN2S(=O)(=O)c2ccc3c(c2)CCCC(=O)N3)cc1 (centres undefined) | 7% | 24%
CC(C)(C)c1ccc(C2CC2C(=O)NN)cc1 (centres undefined) | -2% | -7%
COc1ccc(CCn2c(Br)nc3c2c(=O)n(C)c(=O)n3C)cc1 | -6% | -6%
CCN(CC)CCCn1c(C)c(C)c2c1ncn1nc(-c3cccs3)nc21 | -4% | -14%
COc1ccc(C(=O)NC2CCCCC2)cc1 | -6% | 8%
Cc1oc(-c2cccs2)nc1CC(=O)NC(C)CN1CCOCC1 (centres undefined) | 4% | 0%
CCOC(=O)c1noc2nc(C)n(CC(=O)Nc3ccc(OC)c(Cl)c3)c(=O)c12 | -6% | -1%
CC(=O)c1ccc(N2CCN(C(=O)c3nn(Cc4ccccc4)c(=O)c4ccccc34)CC2)c(F)c1 | -10% | -5%
COc1ccc2c(c1)N(C(=O)Nc1ccc(Cl)cc1)C(C)(C)C=C2C | -11% | -3%
COc1ccccc1C(=O)NC1CC(=O)N(c2cccc(F)c2)C1 (centres undefined) | -18% | -14%
CC(C)c1ccc(Nc2nc(N)c(C#N)c(CC#N)c2C#N)cc1 | -14% | 1%
Cc1c(Cl)cccc1NS(=O)(=O)c1ccc(-c2cnc(C3CC3)o2)cc1 | 1% | -18%
CC(C(=O)N(C)C1CCCCC1)N(C)CC(=O)Nc1ccc(Cl)cc1 (centres undefined) | 0% | -4%
Cc1ccccc1Nc1c(-c2cccc(O)c2)nc2ccc(Br)cn12 | 6% | 19%
NC(N)=N/N=C/C(Cl)=C/c1ccccc1 | -4% | 1%
COc1cccc(NC(=O)Cn2c(=O)n(-c3ccccc3)c(=O)c3c4c(sc32)CCCC4)c1 | 5% | 11%
CC1CCN(S(=O)(=O)c2ccc3c(ccn3CCC(=O)NCc3ccccc3F)c2)CC1 | -19% | ?
COc1ccc(OCC(=O)Nc2ccc3c(c2)N(C)C(=O)c2ccccc2S3)cc1 | 0% | -23%
COc1ccccc1N1CCN(CCCNC(=O)c2cnn(-c3ccccc3Cl)c2C2CCN(C(=O)OC(C)(C)C)CC2)CC1 | ? | -27%
COC(=O)c1ccc(COC(=O)C2COc3ccccc3O2)o1 (centres undefined) | 0% | -2%
CC(C)c1ccc(NC(=O)c2cc3c(=O)[nH]c4ccccc4c3n2C)cc1 | -6% | 19%
CCCC(=O)n1nc(-c2cccnc2)nc1NCc1ccccc1 | 7% | 10%
O=c1cc(O)c2sc3nc(C45CC6CC(CC(C6)C4)C5)cc(C(F)(F)F)c3c2[nH]1 | 10% | ?
CCCOc1cccc(C(=O)Nc2ccc(-c3nc4ccccc4o3)cc2)c1 | -14%[57.5 µM] | -19%[57.5 µM]

SMILES | UDG counter | AID inh
Cc1ccc(S(=O)(=O)N2CCCc3cc(NS(=O)(=O)c4ccc(F)cc4)ccc32)cc1 | 13% | 0%
Cc1ccc2c(c1)C(O)(CC(=O)c1ccccc1F)C(=O)N2 (centres undefined) | -14% | 3%
COc1ccc(-c2oc3ncn4nc(-c5ccccc5O)nc4c3c2-c2ccc(OC)cc2)cc1 | -9%[57.5 µM] | 4%[57.5 µM]
CCOc1ccc(Oc2nc(NC)nc(N3CCOCC3)n2)nn1 | -1% | -6%
Cc1ccc(N2CCN(C(=O)C3CCC(CNS(=O)(=O)c4ccc(Br)s4)CC3)CC2C)cc1 (centres undefined) | -19%[57.5 µM] | 5%
COC(=O)c1scc(-c2ccc(C)cc2)c1S(=O)(=O)N1CCN(c2ccc(C)cc2C)CC1 | -14% | -2%
Cc1ccc2nc(CN3CCN(C(=O)Nc4ccc(F)cc4)CC3)oc2c1 | -5% | 1%
O=C(O)CCCC(=O)OCCCc1ccccc1 | -5% | -8%
CC(C(=O)NCc1ccco1)n1cnc2c1c(=O)n(C)c(=O)n2C (centres undefined) | 2% | 3%
CNC(=O)NC(=O)CN(C)Cc1cccc(C(F)(F)F)c1 | 3% | -5%
COc1cc(/C=C/C(=O)C2C(=O)C=C(C)OC2=O)cc(Cl)c1OC(F)F (centres undefined) | 6% | 16%
Cc1cccc2c1-c1sc(C(=O)NCc3ccc(Cl)cc3)cc1CO2 | 10% | 30%
Cc1ccc(-n2cccc2)cc1N | -5% | 5%
CCc1ccc2oc(C(=O)Oc3ccc(C#N)cc3)c(C)c2c1 | 5% | -6%
Cc1ccc(/C=N/Nc2ccc(S(=O)(=O)Nc3ccc(Cl)cc3)cc2[N+](=O)[O-])cc1 | -8% | -5%
CCc1cccc2cc(C(=O)O)[nH]c12 | 3% | 8%
CC(C)Nc1nc(C(=O)Nc2ccc(O)cc2)cs1 | 0% | -6%
CC1CCCN(C(=O)c2cc3c(Cl)nc4ccccc4c3s2)C1 (centres undefined) | -23% | ?
COc1ccc(-c2nc3cc(NC(=O)CSc4ccc(C)cc4)ccc3o2)cc1 | -30% | 26%
O=C(COc1ccccc1F)Nc1ccc(C(=O)OCc2cc(=O)n3nc(C4CC4)sc3n2)cc1 | -11% | 4%
COc1ccc(NC(=O)CCS(=O)(=O)c2ccc3c(c2)OCCO3)cc1OC(F)F | 0% | -4%
CCOc1ccc(OCC)c(NC(=O)C(NS(=O)(=O)c2cccs2)c2ccccc2)c1 (centres undefined) | -14% | 6%
Cc1ccc(NC(=O)CSc2nnc(-c3cc4occc4n3C)n2-c2ccccc2C)c(C)c1 | -6% | -25%
NC(N)=N/N=C/c1ccc([N+](=O)[O-])cc1 | -8% | -28%
Cn1c(C(=O)N2CCC(C(=O)N3CCN(c4ccccc4)CC3)CC2)cc2sccc21 | 2% | -26%

SMILES | UDG counter | AID inh
CCCc1nc(SCc2cc(=O)c3ccc(C)c(C)c3[nH]2)n[nH]1 | -12%[57.5 µM] | -15%
O=C(O)CCCCCCNS(=O)(=O)Cc1ccccc1 | -9% | -5%
O=C(COC(=O)c1ccco1)Nc1ccc(Cl)c(C(F)(F)F)c1 | 2% | 1%
CC(=O)c1ccc(SCC(=O)N(C2CCCC2)C2CCCC2)c(F)c1 | -4% | -5%
O=C(OCc1ccc(F)cc1)C(c1ccccc1)N1CCC(O)CC1 (centres undefined) | -6% | -6%
COc1ccccc1NC(=O)C1=C(C)Nc2nc(SC)nn2C1c1ccccc1OC (centres undefined) | 10% | -1%
O=S(=O)(c1ccc(F)cc1)N(Cc1nc(-c2ccccc2)no1)C1CCCCC1 | -1% | -23%
Cc1ccc(C2CCN(C(=O)Nc3ccc(Cl)cc3)C2)cc1 (centres undefined) | 4%[57.5 µM] | 2%
COc1ccc2cc(C(=O)OC(C)C(N)=O)c(C)nc2c1 (centres undefined) | -4% | -1%
COc1ccc(N2CCN(C(=O)C3CCN(S(=O)(=O)c4cccs4)CC3)CC2)cc1 | -27% | -1%
O=C(NC1CCCCCCC1)c1ccccc1C(F)(F)F | 17% | 4%
Cc1ccc(C2=NC(c3ccc(F)cc3)=Nc3ccc(Cl)cc3N2)o1 | -4% | -17%
CCOc1ccc(/C=C\C(=O)NC23CC4CC(CC(C4)C2)C3)cc1 | 0% | -14%
O=S1(=O)CCN(Cc2c(F)cccc2F)c2c(F)nc(N3CCOCC3)c(F)c21 | 5% | -2%
Cc1[nH]c2ccc(C(=O)N(C)C3CCS(=O)(=O)C3)cc2c1C (centres undefined) | 5% | 2%
O=C(Cc1ccc(NC(=O)N2CCSc3ncccc32)cc1)NCc1cccc(Cl)c1 | -12% | -13%
COc1ccc(CCNC(=O)CCn2c(=O)c3ccccc3n(CC(=O)Nc3cccc(C)c3)c2=O)cc1OC | 3% | 8%
CCc1cccc(NC(=O)CSc2nncn3c2cc2sccc23)c1 | 3% | -5%
COc1ccccc1CNC(=O)C1CCN(S(=O)(=O)c2ccc3c(c2)CCCN3C(C)=O)CC1 | 18% | 2%
CC(=O)c1c(C)nc(C2CC2)nc1SCC(=O)NC1CC1 | -1% | 4%
Cc1ccc(NC(=O)c2cnc3sc(N4CCOCC4)nn3c2=O)cc1N(C)C | 4% | -13%
CC(C)CNC(=O)CSc1nnc(COc2ccccc2Cl)o1 | -7% | -1%
CCCCCCC(=O)Nc1ccc(C)cc1C | 10% | 1%
Cc1cc(C)c(NC(=O)CSc2nc(=O)n(Cc3ccco3)c3c2CCC3)c(C)c1 | -1% | -15%
CC(C)N(C(=O)Cn1cc(SCC(=O)Nc2ccccc2C(F)(F)F)c2ccccc21)C(C)C | -3%[57.5 µM] | 77%[activator]

SMILES | UDG counter | AID inh
CCCCNC(=O)c1cccc(NC(=O)c2ccc(F)cc2)c1 | 3% | 2%
Cc1ccc(NC(=O)c2sc3ncnc(N(C)C4CCCCC4)c3c2C)c(C)c1 | 1% | -5%
O=S(=O)(c1ccc(Cl)s1)N1CCOc2ccc(COCc3ccccc3)cc2C1 | -14% | -16%
COc1ccc(Nc2oc(/C=C/c3cc(OC)c(OC)c(OC)c3)nc2C#N)cc1 | 0% | 3%
O=C(COC(=O)c1ccc(N2CCCC2=O)cc1)c1ccc2c(c1)CCC2 | -3% | 5%
CCC(Sc1nc2ncccc2o1)C(=O)Nc1ccc(OC)c(OC)c1 (centres undefined) | 4% | 4%
COc1ccc(-c2nn(C)c3sc(C(=O)N4CCN(c5cccc(Cl)c5)CC4)cc23)cc1OC | ? | 79µM*
Cc1ccc(C(=O)N(Cc2ccco2)Cc2ccco2)cc1 | 1%[57.5 µM] | -21%
COc1ccc(N(CC(=O)N2CCN(c3ccccc3F)CC2)S(=O)(=O)c2c(C)noc2C)cc1 | 0% | 24%
Cc1cc(C(C)(C)C)ccc1OCC(O)Cn1nc(-c2cccs2)oc1=O (centres undefined) | 1% | -6%
NCc1ccc(COc2ccccc2)cc1 | -4% | -7%
CSc1ccc(CN(C)CC(=O)NC(=O)NCc2ccco2)cc1 | 14% | 9%
CC(NS(=O)(=O)c1ccc(F)cc1F)C(=O)N1CCCC1 (centres undefined) | -8% | -10%
CCOc1ccc(CN2CCc3nc(N4CCN(c5ccccn5)CC4)ncc3C2)cc1OC | 2% | 100%[activator]
CCOC(=O)N1CCN(CCC(=O)Nc2cccc(F)c2)CC1 | -13%[57.5 µM] | 6%[57.5 µM]
CCS(=O)(=O)Nc1ccc(N2CCCC(CN3CCCC3)C2)c(C(=O)O)c1 (centres undefined) | 5% | 24%
O=C(Nc1c(NCc2ccccc2)c2ccccc2oc1=O)c1ccccc1Br | 1% | -2%
Cc1cccc(NC(=O)C(C)OC(=O)c2cc[n+]([O-])cc2)c1 (centres undefined) | -2% | -7%
O=C(NCc1ccccc1F)C1CCN(c2nnc(-n3cccc3)s2)CC1 | -19% | ?
CSCc1cccc(C(=O)O)c1 | 7% | 8%
CCOc1ccc2oc(=O)cc(CN3CCN(c4cc(C)ccc4C)CC3)c2c1 | -5% | 0%
O=C(CCc1ncc(-c2ccccc2)o1)Nc1ccc(Cl)cc1F | 3% | 3%
COc1cc(/C=C(\C#N)C(=O)Nc2ccc(C)cc2)ccc1OCc1cc(=O)n2nc(C)sc2n1 | -2% | 22%
FC(F)(F)c1cnc(N2CCc3sccc3C2)c(Cl)c1 | -14% | 50%[activator]
Cc1ccc(OCC(=O)Nc2nnc(SCc3cc(=O)n4cc(C)ccc4n3)s2)cc1 | -1% | 6%

Single records, from the list above.
CSCc1cccc(C(=O)O)c1 in the list: UDG counter = 7%; AID inh = 8%
COc1ccc(N(CC(=O)N2CCN(c3ccccc3F)CC2)S(=O)(=O)c2c(C)noc2C)cc1 in the list: UDG counter = 0%; AID inh = 24%
CCOc1ccc2oc(=O)cc(CN3CCN(c4cc(C)ccc4C)CC3)c2c1 in the list: UDG counter = -5%; AID inh = 0%

Going on with the list:
SMILES | UDG counter | AID inh
CCOC(=O)C1=C(N)Oc2cc(O)ccc2C1c1ccccc1Cl (centres undefined) | 8% | -6%
CCSc1ccc(N)cc1 | 1% | -1%
Cc1ccccc1CN1c2ccccc2-c2nc(SCC(=O)NCc3ccccc3)ncc2S1(=O)=O | -8% | 41%[activator]
CCOC(=O)NC(C(=O)NCc1ccc(C(N)=O)cc1)C(C)C (centres undefined) | -14% | -5%
COc1cc(/C=N/O)cc(Br)c1O | -5% | 3%
O=S(=O)(c1cc(Br)c(Br)s1)N1CCN(c2ccccc2)CC1 | 7% | -8%
COc1ccccc1CNC(=O)COC(=O)CCC(=O)c1cccs1 | -3% | 10%
CN(C)CCNc1oc(-c2ccccc2F)nc1C#N | 4% | 5%
CCCn1c2ccccc2c2cnn(CC(=O)NCCc3cc(OC)ccc3OC)c(=O)c21 | -5%[57.5 µM] | -10%
CCOC(=O)c1[nH]c(C)c(C(=O)Nc2ccc(C)c(F)c2)c1C | 5% | 7%

Structures above containing a CF3 group:
SMILES | UDG counter | AID inh
O=c1cc(O)c2sc3nc(C45CC6CC(CC(C6)C4)C5)cc(C(F)(F)F)c3c2[nH]1 | 10% | ?
CNC(=O)NC(=O)CN(C)Cc1cccc(C(F)(F)F)c1 | 3% | -5%
O=C(COC(=O)c1ccco1)Nc1ccc(Cl)c(C(F)(F)F)c1 | 2% | 1%
O=C(NC1CCCCCCC1)c1ccccc1C(F)(F)F | 17% | 4%
CC(C)N(C(=O)Cn1cc(SCC(=O)Nc2ccccc2C(F)(F)F)c2ccccc21)C(C)C | -3%[57.5 µM] | 77%[activator]
FC(F)(F)c1cnc(N2CCc3sccc3C2)c(Cl)c1 | -14% | 50%[activator]

Source: PubChem BioAssay (National Center for Advancing Translational Sciences (NCATS))
